TRPV1 ag – HTS Assay for Compounds that Act as Agonists of the Vanilloid Receptor 1; activation, % at 8.33 µM; actives 0.19% (n = 320,000); Transient receptor potential cation channel subfamily V member 1 (Homo sapiens), Q8NER1; TRPV1-expressing cells, Fluo-8 calcium influx, agonist mode; in the data active = activation above about 80%; inconclusive = between about 30% and that limit; also: 0% is about no effect
Target sequence (Q8NER1 whole entry, looked up): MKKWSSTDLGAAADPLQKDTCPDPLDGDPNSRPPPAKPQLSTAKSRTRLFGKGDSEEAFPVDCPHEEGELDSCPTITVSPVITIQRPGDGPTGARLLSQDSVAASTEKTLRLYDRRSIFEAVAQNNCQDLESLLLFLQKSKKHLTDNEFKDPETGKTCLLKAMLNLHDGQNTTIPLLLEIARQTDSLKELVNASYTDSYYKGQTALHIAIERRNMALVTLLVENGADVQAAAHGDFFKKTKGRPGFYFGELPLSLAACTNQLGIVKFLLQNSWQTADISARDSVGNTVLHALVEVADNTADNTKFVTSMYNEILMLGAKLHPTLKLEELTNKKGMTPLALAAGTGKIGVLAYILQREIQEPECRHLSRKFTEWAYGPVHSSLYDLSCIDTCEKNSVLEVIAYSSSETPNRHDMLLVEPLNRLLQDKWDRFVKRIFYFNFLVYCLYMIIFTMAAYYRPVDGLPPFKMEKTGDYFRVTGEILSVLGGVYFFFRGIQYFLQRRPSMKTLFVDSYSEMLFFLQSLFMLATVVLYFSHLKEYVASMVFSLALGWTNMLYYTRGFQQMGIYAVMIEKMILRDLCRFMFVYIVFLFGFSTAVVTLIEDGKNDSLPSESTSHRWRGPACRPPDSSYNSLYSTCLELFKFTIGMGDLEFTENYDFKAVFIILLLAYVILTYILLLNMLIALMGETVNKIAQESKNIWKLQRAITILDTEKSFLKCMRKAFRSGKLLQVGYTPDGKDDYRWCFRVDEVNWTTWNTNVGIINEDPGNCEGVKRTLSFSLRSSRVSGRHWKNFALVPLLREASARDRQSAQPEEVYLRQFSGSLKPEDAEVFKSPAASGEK
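TRPV1-expressing cells were cultured overnight at 35.5C and loaded with Fluo-8 calcium dye for 40 to 90 min at room temperature. After a 10 s baseline, compound was added and calcium influx was read kinetically for 3 min (ex 480/em 520 nm).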
BRCA1 expr act – qHTS Assay to Identify Small Molecule Activators of BRCA1 Expression; AID 624202, 2012; MCF7-BRCA1-FFLuc reporter, luminescence, 48 h; response scale: scaled: vehicle 0%, 10 µM genistein 100%; Potency, µM (series often up to 46.1 µM), for inactives: at the top dose activation, hits mostly activators; actives 1.1% (n = 380,000); also: potency is read from the fitted curve at half-maximal effect; nearly all actives have a fitted effect of over 80% in size; some results filed as inactive show a strong effect at the top dose
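48 h compound treatment of MCF7-BRCA1-FFLuc cells (phenol-red free MEM, 37 °C), then 15 min with luciferase substrate and luminescence imaging.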
a7 integrin act – qHTS for Activators of Integrin-Mediated Alleviation for Muscular Dystrophy; actives 0.064% (n = 350,000); Potency, µM (series often up to 38.3 µM), inactives show at the highest dose activation, most hits filed as activators; AID 624291, 2012; alpha7betagal myoblasts, beta-gal FDG fluorescence, 48 h;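 also: potency is read from the fitted curve at half-maximal effect; 100% = response of the positive control SU9516; nearly all actives have a fitted effect of over 60% in size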
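Alpha7betagal+/- myoblasts (passage 13) were plated 16-24 hr, then exposed to compounds (1:260 dilution of DMSO stock) for 48 hours at 37C. After MPER lysis, β-galactosidase reporter activity was read as FDG fluorescence (ex 480/em 540) after 30 minutes.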
Eya2 phos inh – qHTS Assay for Inhibitors of the Phosphatase Activity of Eya2; actives 0.006% (n = 330,000); Potency, µM (highest dose often 76.9 µM), inactives show top-dose activity, negative = inhibition, usual class: inhibitors; Protein phosphatase EYA2 (Homo sapiens), O00167; recombinant Eya2, OMFP fluorescence dephosphorylation (OMFP is methylfluorescein phosphate); also: potency is read from the fitted curve at half-maximal effect; % is scaled to controls: 0 for no effect and ±100 for the full control effect
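Eya2 protein (added as 0.2 uM solution) was preincubated with compound for 10 min at ambient temperature in 50 mM HEPES pH 7.5, 50 mM NaCl, 5 uM MgCl2, 0.05% BSA, 1 mM DTT. OMFP (added at 50 uM) then reacted 10 min; fluorescence read at 485/525 nm.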
p53 reactivation – qHTS assay for re-activators of p53 using a Luc reporter; Potency, µM (highest dose often 92.2 µM), for inactives: at the top dose activity change, positive = activation, usual class: activators; AID 504706, 2011; actives 0.063% (n = 320,000); H1299 p53-A138V BP100-luciferase reporter, luminescence, 24 h; also: potency is read from the fitted curve at half-maximal effect; % of control where 0% means no effect; nearly all actives have a fitted effect of over 45% in size
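p53-null H1299 cells stably carrying temperature-sensitive p53-A138V and a BP100-luciferase reporter were pinned with compounds (4-point, 1:5 series) and held 24 hrs at 37 deg C. Luminescence was read 10 min after detection reagent.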
B2AR arrestin – qHTS assay of beta-arrestin-biased ligands of beta2-adrenergic receptor; Beta-2 adrenergic receptor (Homo sapiens), P07550; beta-arrestin recruitment to beta2AR, cell-based reporter; Potency, µM (highest dose often 46.1 µM), for the others: at the top dose activation, hits mostly activators; actives 0.02% (n = 330,000); AID 492947, 2010;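 also: potency is read from the fitted curve at half-maximal effect; 0% = DMSO controls and full agonism = EC100 isoproterenol or metaproterenol; nearly all actives have a fitted effect of over 65% in size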
ASM inhibitor – Inhibitors of Secretory Acid Sphingomyelinase (S-ASM): qHTS | Sphingomyelin phosphodiesterase (Homo sapiens), P17405 | Potency, µM (series often up to 57.5 µM), inactives show top-dose activity change, negative = inhibition, actives largely listed as inhibitors | actives 0.006% (n = 340,000) | placental ASM, HMU-PC fluorogenic substrate, 60 min | AID 504937, 2011; also: potency is read from the fitted curve at half-maximal effect
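HMU-PC0 cleavage (9 uM final) by human placental ASM, 60 min at 37 °C following 10 min compound exposure at RT; stopped at pH 10, fluorescence Ex 386/Em 447 nm.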
ELG1 genotox – qHTS screen for small molecules that induce genotoxicity in human embryonic kidney (HEK293T) cells expressing luciferase-tagged ELG1 | Potency, µM (series often up to 46 µM), for the others: at the highest dose activity change, positive = activation, usual class: activators | AID 504466, 2011 | HEK293T ELG1-luciferase reporter, luminescence, 16 h | actives 1.3% (n = 330,000); also: potency is read from the fitted curve at half-maximal effect; % of control where 0% means no effect; nearly all actives have a fitted effect of over 60% in size
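16 hr compound incubation (37 °C, 5% CO2) of HEK293T cells carrying luciferase-tagged ELG1; luciferase then measured by ONE-Glo luminescence after 30 min at RT.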
TSG101-PTAP inh – qHTS Assay for Iinhibitors of HIV-1 Budding by Blocking the Interaction of PTAP/TSG101. Potency, µM (titrated, usually from 115 µM), for inactives: at the top dose activity change, negative = inhibition, most hits filed as inhibitors. Fluorescence polarization, FITC-PTAP peptide / Tsg101 binding. 340,000 tested, under 10 active. AID 493005, 2010; active = well fitted inhibition curve with a large enough effect in the main read-out, with a control signal flat, not every such curve was filed as active; inconclusive = small, poorly fitted or top-dose-only effect, or effect the other way, or a change in a side signal; inactive = no such curve, though single readings can be large or run the other way; also: potency is read from the fitted curve at half-maximal effect; % of control where 0% means no effect
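Fluorescence anisotropy tracks displacement of a FITC-tagged PTAP peptide (50 nM) from the Tsg101 binding domain (10 uM), following a 20 min room-temperature incubation at pH 7.5.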
USP2a inh – qHTS Assay for Inhibitors of Ubiquitin-specific Protease USP2a Using CHOP2 as the Reporter; Potency, µM (top dose mostly 38.3 µM), for inactives: at the top dose activity change, negative = inhibition, usual class: inhibitors; USP2 core, Ub-CHOP2 coupled fluorogenic reporter, 485/531; actives 0.01% (n = 330,000); AID 463254, 2010; Ubiquitin carboxyl-terminal hydrolase 2 (Homo sapiens), O75604;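 also: potency is read from the fitted curve at half-maximal effect; plate controls were DMSO wells for no effect and full inhibition by NEM control for full effect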
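Cell-free coupled assay: 10nM USP2 core preincubated 30min RT with compound in Tris-HCl pH 8.0/CaCl2/CHAPS buffer, then 25nM Ub-CHOP2 and 25nM reporter substrate; fluorescence (Ex 485/Em 531) read after 60min RT, normalized to NEM inhibition, concentration-response curves fitted.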
uPA surface inh – qHTS for Inhibitors of Cell Surface uPA Generation; Potency, µM (doses to about 38.3 µM), without a hit: at the top dose activity change, negative = inhibition, hits mostly inhibitors; actives 0.31% (n = 330,000); cell surface uPA generation assay, qHTS; AID 540303, 2011; active = well fitted inhibition curve with a large enough effect; inconclusive = small, poorly fitted or top-dose-only effect; inactive = no such curve, though single readings can be large or run the other way; tested in mouse RAW 264.7 cells; also: potency is read from the fitted curve at half-maximal effect; % is scaled to controls: 0 for no effect and ±100 for the full control effect; nearly all actives have a fitted effect of over 55% in size
* marks the source's active call; other numbers are inactive results; i = inactive; u = inconclusive; x = no result given; & = joins results of further samples; [ ] = dose if it differs, or a comment. Unless noted, calls follow the shape of the dose curve; as a rule, active = well fitted curve in the direction sought with a large enough effect; inconclusive = small, poorly fitted or top-dose-only effect, or another doubt; inactive = no such curve, though single readings can be large; an effect the other way counts as inactive or inconclusive.

Screens in order: TSG101-PTAP inh, TRPV1 ag, uPA surface inh, p53 reactivation, ASM inhibitor, ELG1 genotox, BRCA1 expr act, B2AR arrestin, Eya2 phos inh, USP2a inh, a7 integrin act
#1 COc1ccc(Cl)cc1C=CC=NNS(=O)(=O)c1ccc(C)cc1
  -1%, x, 1%, x, -17%, x, -7%, x, x, x, -15%
#2 C=CCn1c(SCC(=O)Nc2ccc(O)cc2)nc2sc(C)c(C)c2c1=O
  -2%, x, 0%, x, -4%, x, 2%, x, x, x, -9%
#3 CCOC(=O)c1ccc(NC(=O)COc2ccc(S(=O)(=O)NC(C)(C)C)cc2)cc1
  -1%, 0, 2%, 2%, -13%, 9%, -2%, -0.6%, -2%, -1%, -20%
#4 Cc1ccccc1Nc1nn2c(=O)c3ccccc3nc2s1
  -2%, -1, -9%, 25%, -3%, u, 63%, -0.7%, 0%, 2%, -21%
#5 O=C(CNc1n[nH]c(=O)[nH]c1=O)N/N=C/C1CC=CCC1 (configuration not stated)
  -3%, 0, 1%, 1%, 0%, 1%, 12%, -0.4%, 0%, -1%, -5%
#6 CCOC(=O)c1sc2ncn(CC(=O)NCC3CCCO3)c(=O)c2c1C (configuration not stated)
  -1%, 2, -3%, -9%, -1%, 1%, -19%, -0.4%, -4%, -1%, 5%
#7 COc1ccc(C2CC(c3ccccc3C(F)(F)F)=NN2c2ccc(S(N)(=O)=O)cc2)cc1 (configuration not stated)
  -2%, x, u, -6%, i, 0%, -62%, -0.2%, 2%, 1%, -10%
#8 Cc1nc2cc(C(F)(F)F)ccc2n1CCNc1nc(-c2cc(Cl)c(N)c(Cl)c2)cs1
  -8%, 29, 1%, x, -11%, -6%, -32%, -0.9%, -6%, -2%, 8%
#9 Cc1ccc2cc(C#N)c(SCc3nnc(-c4ccccc4[N+](=O)[O-])o3)nc2c1
  1%, -1, 1%, -4%, -4%, u, 3%, 0.3%, -4%, 5%, 33%
#10 Cc1c(-c2cc[n+]([O-])cc2)oc2ccc(Br)cc2c1=O
  x, 0, x, 3%, x, u, x, 0.2%, -1%, 1%, x
#11 COCc1cc(=O)[nH]c(Nc2nc3ccc(C)cc3o2)n1
  -8%, 4, -9%, u, -2%, 23µM*, -22%, 0.3%, 0%, 0%, -56%[inhibitor]
#12 O=C(NNC(=O)c1ccccc1O)c1ccccc1O
  -3%, x, -13%, x, 4%, x, -74%, x, x, x, 7%
#13 O=[N+]([O-])c1cccc(-c2ccc(SCc3cccnc3)nn2)c1
  -4%, 11, -2%, u, -3%, 5%, 88%, -0.1%, -10%, -1%, -6%
#14 Cn1c(CCN2CCCCC2)nc2cc([N+](=O)[O-])ccc21
  -4%, -8, -9%, 7%, 0%, -1%, 18%, 0.3%, -16%, 1%, 7%
#15 O=[N+]([O-])c1cc(Br)c2nsnc2c1N1CCOCC1
  -8%, -4, -7%, 20%, -10%, -1%, -20%, 0.1%, -2%, 1%, -21%
#16 Cc1ccc(NC(=O)C(C)OC(=O)c2cc(=O)[nH]c3ccccc23)cc1S(=O)(=O)N1CCOCC1 (configuration not stated)
  0%, x, -3%, x, 2%, x, -10%, x, x, x, 6%
#17 O=C(O)c1ccc2c(c1)C(=O)N(CCC1=CCCCC1)C2=O
  -3%, -4, -2%, -1%, 10%, -2%, -13%, 0.2%, -8%, 0%, -1%
#18 CCN(CC)c1cc(C)c(C#N)c2nc3ccccc3n12
  6%, 4, -1%, -4%, x, 0%, -27%, -0.7%, 2%, 4%, 16%
#19 CCOC(=O)CC1NC(=O)c2ccccc21 (configuration not stated)
  -2%, 0, -3%, -4%, 0%, 1%, -8%, -1.2%, 7%, 0%, -3%
#20 CC1CC(=O)N(CC(=O)NCc2ccc3c(c2)OCO3)c2ccccc2S1 (configuration not stated)
  0%, 6, 3%, -4%, 5%, 1%, -28%, -0.3%, -34%, 1%, 8%
#21 Cc1cc(S(=O)(=O)N2CCOCC2)ccc1OCC(=O)Nc1cccc(F)c1
  1%, 2, -9%, 3%, 0%, -8%, -42%, -0.2%, 3%, 1%, -2%
#22 O=C(N1CCN(c2ccccc2)CC1)C(F)(F)C(F)(F)F
  -4%, 11, x, 4%, 1%, 2%, 3%, 0.0%, -6%[15.4 µM], 1%, -22%
#23 Cc1csc(NC(=O)CSc2nnc(-c3ccoc3C)n2C(C)c2ccccc2)n1 (configuration not stated)
  -5%, -2, 4%, -8%, -5%, -8%, -19%, 0.0%, -3%, -7%, 4%
#24 c1ccc2c(c1)CCc1snnc1-2
  -1%, -3, -11%, x, 0%, 2%, -4%, -0.4%, 2%, 1%, 42%
#25 CCn1c(COc2ccc(Cl)cc2)nnc1SCc1nc2ccccc2[nH]1
  -9%, -1, x, -10%, -1%, -12%, -71%, -0.3%, 5%, 0%, u
#26 COCCNC(=O)c1ccccc1NC(=O)Cc1ccccc1[N+](=O)[O-]
  -3%, -10, 4%, 0%, -2%, -1%, -3%, -0.6%, 16%, 3%, 1%
#27 O=C(CCN1C(=O)C2C3CCC(C3)C2C1=O)Nc1cccc(Cl)c1 (configuration not stated)
  x, 21, -2%, -7%, -2%, -9%, 4%, -0.9%, -8%, 0%, 7%
#28 O=C(NCCS(=O)(=O)c1ccc(Br)cc1)c1ccccc1Cl
  4%, 27, 2%, -3%, 0%, 0%, 47%, 0.5%, 7%, -1%, -50%[inhibitor]
#29 CCOCCCn1c(-c2ccc(Cl)cc2)n[nH]c1=S
  -3%, 2, -2%, -3%, 0%, -5%, 0%, 0.1%, -3%, 3%, 3%
#30 COc1ccc(Cl)cc1NC(=O)[C@@H]1CCCN1C(=O)c1cccs1
  -4%, 0, 2%, -5%, -1%, 2%, -24%, -0.3%, 4%, 3%, -3%
#31 COc1ccc(C(CNC(=O)c2cccc(S(=O)(=O)NCc3ccccc3)c2)N2CCOCC2)cc1 (configuration not stated)
  -9%, 1, 2%, 1%, 1%, 0%, -28%, -0.2%, 16%, 0%, -22%
#32 CCC1CCCCN1CCCNC(=O)c1c(O)nc2c(C)cccn2c1=O (configuration not stated)
  -1%, 0, 3%, -12%, 1%, -2%, 1%&-15%, -0.1%, 5%, 0%, -30%
#33 CC(=O)n1c2c(c3ccccc31)OC(N)=C(C#N)C2c1cccc(Cl)c1Cl (configuration not stated)
  -3%, 3, u, 5%, -2%, 13%, -66%, -0.5%, -2%, 3%, -26%
#34 COc1ccc(OC)c(NC(=O)C(C)SCc2nc3sc(C)c(C)c3c(=O)[nH]2)c1 (configuration not stated)
  -3%, 4, 15%, -6%, 1%, 0%, 0%, 0.1%, -2%, -4%, -9%
#35 Cc1c(C)n2c(SCC(=O)NC3CCCCC3)nnc2[nH]c1=O
  -2%, -1, 2%, 7%, 0%, -2%, 0%, -0.9%, 7%, 0%, -11%
#36 COC(=O)C(C)Oc1cc(C)ccc1COc1ccc(-n2nc(C)n(C(F)F)c2=O)cc1 (configuration not stated)
  -3%, x, 5%, x, -2%, x, -8%, x, x, x, u
#37 CCOc1cc(/C=N/NC(=O)c2cccnc2)ccc1OCC(N)=O
  0%, -3, 3%, 0%, 9%, -6%, 1%, 0.5%, 2%, 0%, 3%
#38 Cc1cc(C)n2nc(SCC(=O)N(C)C)nc2n1
  -2%, -2, -7%, -4%, 4%, 1%, 0%, 0.2%, 9%, 3%, -42%[inhibitor]
#39 O=C(CSc1nc(O)cc(=O)n1-c1ccccc1)Nc1ccc(Br)cn1
  -3%, -3, 0%, 13%, 0%, -2%, 0%, -0.9%, -3%, 2%, u
#40 CC1(C)NC(=O)N(CC(=O)OCC(=O)Nc2cccc(F)c2)C1=O
  -4%, 0, -2%, -6%, 2%, 1%, -23%, -0.2%, 2%, 0%, -14%
#41 CC(=O)CSc1nc2ccc(Nc3nc(N4CCOCC4)nc(N4CCOCC4)n3)cc2s1
  -1%, -1, -9%, -9%, -21%, -8%, -28%, -0.4%, -30%, 3%, 10%
#42 COc1ccc2[nH]c(=O)c(CN(CC3CCCO3)S(=O)(=O)c3ccccc3F)cc2c1 (configuration not stated)
  -6%, 0, 2%, -5%, 38%, -18%, -31%, -0.3%, -6%, 0%, -3%
